# PhoP GFP inhibition = PhoP regulon inhibitors, Salmonella typhi PhoP promoter GFP reporter, confirmatory (AID 1850). Salmonella Typhi PhoP-promoter GFP reporter, fluorescence, 4 h; higher % means a stronger effect. one-dose inhibition, % at 50 µM; IC50 in µM for titrated hits. 310,000 compounds, 0.33% hits; in the data active = a potency from the dose series; inconclusive = inhibition mostly from about 25% at the one dose, without a potency; inactive = the rest, 99 in 100 with inhibition below about 19%;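 note: 0% = induced wells with vehicle and 100% = uninduced wells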
# H37Rv inhibition = M. tuberculosis growth inhibition, HTS (AID 449762). M. tuberculosis H37Rv growth inhibition, 7H9 media; higher % means a stronger effect. inhibition, % at 25 µM; hits with a dose series show IC50 in µM. 330,000 compounds, 0.59% hits; in the data active = a potency from the dose series; inconclusive = inhibition above about 70% without an active follow-up result;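 note: bacterial growth assessed after seven days of incubation; strong numbers were not always called active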
# H1N1 NS1A inhibition = H1N1 influenza NS1A inhibitors, functional cell based assay (AID 504329) | NS1A functional cell-based assay, percent inhibition; higher % means a stronger effect | inhibition, % at 12.5 µM; hits with a dose series show IC50 in µM | 340,000 compounds, 0.3% hits; in the data active = a potency from the dose series; inconclusive = inhibition above about 27% without an active follow-up result; note: strong numbers were not always called active
# VEEV TC-83 Vero = inhibitors of VEEV TC-83 cytopathic effect, confirmation, Vero cells (AID 588727). Vero cells, VEEV TC-83 cytopathic effect inhibition; higher % means a stronger effect. inhibition, % at 20 µM, or IC50 in µM where a hit was titrated. 350,000 compounds, 0.13% hits; in the data active = a potency from the dose series; inconclusive = inhibition mostly from about 14% at the one dose, without a potency; inactive = the rest, 99 in 100 with inhibition below about 12%; note: strong numbers were not always called active
# M. tuberculosis = growth inhibition of non-replicating M. tuberculosis (AID 488890); Mycobacterium tuberculosis non-replicating, growth inhibition; higher % means a stronger effect; 320,000 compounds, 0.39% hits; inhibition, % at 25 µM, or IC50 in µM where a hit was titrated; in the data active = a potency from the dose series; inconclusive = inhibition mostly from about 82% at the one dose, without a potency; inactive = the rest, 99 in 100 with inhibition below about 76%;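 note: plate controls were DMSO cells for no effect and high antibiotic wells for full effect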
# VEEV TC-83 Vero 10K pilot screen = second read-out of VEEV TC-83 Vero, no call of its own (marks repeat the call); inhibition, %; measured here: 10K pilot screen inhibition
# * marks the source's active call; other numbers are inactive results; i = inactive; ? = inconclusive; / = not tested or not shown.
SMILES,PhoP GFP inhibition,H37Rv inhibition,H1N1 NS1A inhibition,VEEV TC-83 Vero,M. tuberculosis,others
COc1cc(NC(=O)c2ccc3c(c2)OCCO3)ccc1NC(=O)c1ccccc1Cl,-8%,?,-2%,8.2%,-15%,
Cn1c(SCC(=O)c2ccc(O)c(O)c2)nnc1-c1cccs1,1%,10%,-2%,2.5%,-7%,
CCCCNC(=O)[C@H]1C[C@H]1[C@@H](O)[C@H](CO)NC(=O)[C@H](CC(C)C)NC(=O)OC(C)(C)C,-2%,-6%,-20%,1.7%,-2%,
CC(=O)Nc1nc2n(n1)C(c1ccccc1)C=C(c1ccccc1)N2 (stereo unspecified),-11%,1%,-6%,0.1%,1%,
Nc1nonc1-n1nnc(C(=O)N/N=C/c2c[nH]c3ccccc23)c1-c1ccccc1,2%,-5%,-11%,9.0%,-5%,
O=C(NCCC1CCCCN1S(=O)(=O)c1cccs1)C(=O)Nc1ccc(F)cc1F (stereo unspecified),-5%,4%,-6%,i,-11%,
C=CCN1C(=O)/C(=C/c2ccc(OCC(=O)O)cc2)S/C1=N/c1nccs1,-2%,?,-4%,3.1%,27%,
Cc1csc(=O)n1CC(=O)OCC(=O)Nc1cc(Cl)ccc1[N+](=O)[O-],2%,-2%,22%,1.0%,16%,
CCOc1cc(C(=O)O)cc(Cl)c1OC,1%,2%,-3%,i,-6%,
CC(=Nc1ccccc1C)C1=C(O)CSC1=O,-9%,1%,2%,0.4%,4%,
CCOc1ccccc1C(=O)Nc1nccs1,-2%,0%,-2%,2.7%,6%,
CC(C)CCNC(=O)c1cccc(C(=O)NCCC(C)C)c1,-4%,-6%,-5%,1.1%,1%,
CS/C(=C\C(=O)c1ccco1)Nc1ccccc1Cl,5%,2%,-1%,1.4%,25%,
Cc1cc(C)c(S(=O)(=O)NCc2cccnc2)cc1C,2%,-2%,-4%,0.4%,6%,
CCn1c(=O)cc(OCC(=O)N2CCN(c3ccc(F)cc3)CC2)c2ccccc21,-5%,11%,-6%,0.3%,36%,
COc1cccc(NC(=O)CSc2nnc3ccc(-c4ccncc4)nn23)c1,/,/,-11%,6.9%,/,
Cc1ccc(C(=O)N2CCCC(C(=O)c3ccc(Oc4ccccc4)cc3)C2)cn1 (stereo unspecified),-3%,44%,-6%,0.3%,-3%,
COC(=O)c1ccc(OC(=O)C2CC(=O)N(c3ccc(C)cc3C)C2)cc1 (stereo unspecified),2%,2%,6%,2.5%,3%,
CC(=O)c1ccc2c3c(cc(C)c2c1)CCCC3,/,/,-4%,i,/,
O=C(Nc1cccc(F)c1)N1CCC(n2c(=O)[nH]c3ccccc32)CC1,1%,-2%,-2%,i,3%,

# Ordered by SMILES length (lowest first): some entries from above
SMILES,PhoP GFP inhibition,H37Rv inhibition,H1N1 NS1A inhibition,VEEV TC-83 Vero,M. tuberculosis,others
CCOc1ccccc1C(=O)Nc1nccs1,-2%,0%,-2%,2.7%,6%,
CS/C(=C\C(=O)c1ccco1)Nc1ccccc1Cl,5%,2%,-1%,1.4%,25%,
Nc1nonc1-n1nnc(C(=O)N/N=C/c2c[nH]c3ccccc23)c1-c1ccccc1,2%,-5%,-11%,9.0%,-5%,

# The listing continues.
SMILES,PhoP GFP inhibition,H37Rv inhibition,H1N1 NS1A inhibition,VEEV TC-83 Vero,M. tuberculosis,others
CCN(c1ccccc1)S(=O)(=O)c1ccc(Cl)c(NC(=O)COC(=O)c2ccc[n+]([O-])c2)c1,-2%,-8%,-4%,i,6%,
COc1cc(/C=N/NS(=O)(=O)c2ccccc2)c(OC)c(OC)c1,3%,3%,-23%,0.6%,-8%,
COC(=O)[C@@]12CCCCN1[C@H](c1ccc(-c3ccc(F)cc3)cc1)[C@H]1C(=O)N(C)C(=O)[C@H]12,/,-1%,-4%,2.1%,6%,
CCOC(=O)c1cccnc1SC(CC)C(=O)N1CCOCC1 (stereo unspecified),-10%,-14%,-1%,1.2%,1%,
CNC(=S)N1CC2CC(C1)c1cccc(=O)n1C2 (stereo unspecified),3%,3%,0%,i,-12%,
CCCCCC(=O)c1c(C)[nH]c(C(=O)OCC)c1C,1%,10%,6%,5.1%,54%,
Cc1cccc(N2CC(C(=O)Nc3ccc(S(=O)(=O)N4CCCCC4)cc3)CC2=O)c1C (stereo unspecified),9%,2%,-7%,4.4%,10%,
Cc1ccc(-n2nnc3c(=O)n(CC(N)=O)cnc32)cc1,-13%,-4%,-24%,1.0%,-11%,
CC(NC(=O)CN1CCC(C(N)=O)CC1)c1ccccc1 (stereo unspecified),-1%,-9%,0%,0.8%,2%,
CCC(C)(C)NC(=O)/C=C/c1cc(OC)c(OC)c(S(=O)(=O)N2CCc3ccccc32)c1,-2%,-8%,-9%,0.5%,2%,
C[C@@]12C(=O)N(c3cccc(Cl)c3)C(=O)N1[C@H](c1ccc(Cl)cc1)[C@@H]1C(=O)N(C3CCCCC3)C(=O)[C@@H]12,7%,5%,15%,0.6%,34%,VEEV TC-83 Vero 10K pilot screen=0.2
COc1ccc(N2C(=O)CC(Sc3n[nH]c(-c4ccc(C)cc4)n3)C2=O)cc1 (stereo unspecified),-4%,4%,-10%,1.3%,43%,
CCn1c(=O)c([N+](=O)[O-])c(Cl)c2ccccc21,9%,55%,3%,?,?,
CCn1cc(-c2cc(C(F)(F)F)n3nc(C(=O)O)cc3n2)c(C)n1,0%,-6%,9%,i,2%,
Cc1nn(-c2ccccn2)c2c1C(c1ccccc1Cl)C1=C(N2)c2ccccc2C1=O (stereo unspecified),-7%,5%,2%,9.5%,15%,
Cc1nn(C(C)C(=O)NCCCc2ccccc2)c(=O)c2nn(-c3ccccc3)c(C)c12 (stereo unspecified),-5%,4%,-2%,i,20%,
COc1cc(NC(=S)N2CCC(C(O)(c3ccccc3)c3ccccc3)CC2)cc(OC)c1,-3%,9%,11%,2.1%,-2%,
CCOc1ccccc1N(CC(=O)NC1CCCCC1)C(=O)CNC(=O)c1ccco1,-11%,6%,0%,1.0%,-4%,
COC(=O)c1cc2sc(Cl)cc2n1CC(=O)NCC1CCCO1 (stereo unspecified),-3%,10%,0%,2.7%,-4%,
COc1ccc(NCc2nnc(SCc3ccccc3)n2-c2ccc(OC)cc2)cc1,-14%,-8%,6%,0.9%,42%,
NC(Cc1ccccc1)C(=O)N1CCCCC1 (stereo unspecified),-5%,16%,0%,1.4%,-9%,
COc1cc(/C=C2/NC(=O)NC2=O)cc(Br)c1OCc1ccc(C(=O)O)cc1,3%,4%,1%,2.2%,-1%,
CCOc1ccccc1NC(=O)CN1C(=O)COc2ccc(S(=O)(=O)N3CCOCC3)cc21,-17%,-2%,12%,0.1%,3%,
O=C(COC(=O)C1=COCCO1)Nc1cc(C(F)(F)F)ccc1Cl,/,?,-4%,2.3%,6%,
COc1ccc(-c2cc(C(=O)N3CCN(c4ccccc4OC)CC3)no2)cc1,-3%,9%,12%,1.0%,31%,
COc1ccc(C(=O)NC2CC2)cc1OC1CCN(C/C=C/c2ccccc2)CC1,-1%,2%,-7%,4.3%,51%,
CCOC(=O)c1c(CN2CCCCC2)n(C)c2cc(Br)c(OC)cc12,5%,-7%,2%,i,/,VEEV TC-83 Vero 10K pilot screen=0.9
Nc1nc(SCC(=O)NC2CCCCCC2)[nH]c(=O)c1-c1ccccc1,15%,5%,3%,0.5%,-8%,
C=CCSc1nnc(NC(=O)c2nc(SCC)ncc2Cl)s1,2%,26%,-8%,2.8%,?,
CC(C)=NNc1nc(-c2ccc([N+](=O)[O-])cc2)cs1,6%,?,6%,3.4%,66%,
CS(=O)(=O)N1N=C(c2ccccc2)CC1c1ccc2c(c1)OCO2 (stereo unspecified),-3%,4%,5%,1.6%,0%,
CCc1ccc2c(c1)C(=O)C(=O)N2CC(=O)Nc1ccc(NC(=O)c2ccccn2)cc1,-10%,13%,4%,0.5%,14%,
COc1ccc(-c2cc(C(=O)N3CCN(c4ccccc4F)CC3)c3ccccc3n2)c(OC)c1,-7%,-1%,-7%,7.3%,10%,
CCCCC(NC(=O)Cc1c(C)c2cc3c4c(oc3cc2oc1=O)CCCC4)C(=O)O (stereo unspecified),-1%,-1%,5%,0.2%,4%,
Cc1cc(=O)oc2cc(Oc3ncccc3[N+](=O)[O-])ccc12,5%,?,-17%,1.3%,78%,
COc1ccccc1NS(=O)(=O)c1cccc(C(=O)N/N=C/c2c(CO)cnc(C)c2O)c1,/,8%,18%,i,-9%,
O=C(CCNS(=O)(=O)c1ccc(Br)s1)Nc1ccc(Cl)cc1,2%,-8%,3%,1.4%,28%,
CNS(=O)(=O)c1cccc(C(=O)OCC(=O)N2CCCC2)c1,-10%,-4%,-3%,0.4%,-5%,
CCc1nc2cc(C)nn2c2nc3ccccc3n12,-24%,6%,-9%,4.1%,21%,
CN(C)C(=O)C(NC(=O)c1ccccc1)=C(Cl)Cl,2%,8%,2%,0.6%,16%,
O=C(CCc1nc2ccccc2c(=O)[nH]1)NCc1ccccn1,-2%,-7%,-2%,0.6%,-13%,
COCCN=C1N[C@@H](c2ccccc2)C(C(=O)OC)=C(C)N1Cc1ccccc1,-48%,-4%,-6%,0.3%,37%,
O=C(Nc1nc2ccc(S(=O)(=O)N3CCCC3)cc2s1)C1CCCCC1,-5%,59%,4%,0.4%,59%,
CC(C)Cn1c(S(=O)(=O)O)nc2ccccc21,7%,11%,6%,1.3%,6%,
O=C(/C=C/c1ccco1)NC(=S)N1CCCCC1,5%,2%,3%,2.1%,33%,
O=C(Nc1cccc(Cl)c1)c1ccc(F)c(S(=O)(=O)NCc2ccc3c(c2)OCO3)c1,-4%,1%,7%,6.4%,9%,
CNC(=O)c1ccc(-c2ccc(Cl)c(Cl)c2)s1,4%,8%,-2%,3.2%,-3%,
CCOC(=O)N1CCN(CCc2ccccc2)CC1,-6%,-2%,-6%,i,34%,
Cc1ccccc1C(=O)N1CCN(C(c2ccccc2)c2ccccc2)CC1,0%,2%,-10%,i,24%,
CC1=C(C(=O)OC(C)C)C(c2ccccc2Cl)CC(=O)N1 (stereo unspecified),3%,-6%,5%,i,13%,
O=C(CSc1ccccc1)Nc1cccc(S(=O)(=O)N2CCCCC2)c1,/,-12%,-17%,i,-15%,
COc1ccc(OC)c(S(=O)(=O)N2Cc3ccccc3CC2C(=O)O)c1 (stereo unspecified),6%,-4%,2%,i,5%,
O=C(CC(C(=O)O)c1ccc(Cl)cc1Cl)c1ccc(Cl)cc1 (stereo unspecified),-6%,16%,-4%,0.3%,24%,
COc1cc(/C=C2\C(=N)N3N=C(S(C)(=O)=O)SC3=NC2=O)ccc1OC(=O)c1ccco1,15%,2%,-2%,1.7%,?,
CCc1cc(C(=O)N2CCCC(C(=O)c3ccc(OC)c(F)c3)C2)n(C)n1 (stereo unspecified),0%,8%,-1%,0.1%,-5%,
CCN1C(=O)C(=O)N(CC(=O)Nc2ccccc2OC(F)F)C1=O,/,-14%,-16%,i,-1%,
COC(=O)c1c(NC(=O)Cc2ccccc2)sc(C)c1C,10%,-3%,8%,1.7%,9%,
Cc1nc(SCC(=O)NCCN2C(=O)CSC2=O)nc(C)c1C,/,0%,-7%,i,10%,
CC(C)OC(=O)c1cccnc1SCc1cc(=O)n2ccccc2n1,-11%,-9%,-4%,7.7%,3%,
Cc1cc(C)c(C(=O)COc2cccnc2[N+](=O)[O-])cc1C,-6%,1%,13%,6.0%,28%,
# Later entries.
SMILES,PhoP GFP inhibition,H37Rv inhibition,H1N1 NS1A inhibition,VEEV TC-83 Vero,M. tuberculosis,others
c1ccc(CN2CCOCCOCCOCCOCCOCCOCC2)cc1,-3%,-5%,4%,i,23%,
COc1ccc(C(=O)N2CCCN(C)CC2)cc1S(=O)(=O)N(C)Cc1ccccc1,/,-3%,0%,2.6%,54%,
O=C(CS(=O)(=O)Cc1ccccc1)Nc1nc2c(s1)CCCC2,-5%,-12%,5%,1.3%,4%,
CN1C2c3ccccc3C3C4c5ccccc5C(C31)C(C2[N+](=O)[O-])N4C (stereo unspecified),2%,2%,6%,2.4%,-2%,

# 4 successive entries out of the list so far, quoted:
SMILES,PhoP GFP inhibition,H37Rv inhibition,H1N1 NS1A inhibition,VEEV TC-83 Vero,M. tuberculosis,others
c1ccc(CN2CCOCCOCCOCCOCCOCCOCC2)cc1,-3%,-5%,4%,i,23%,
COc1ccc(C(=O)N2CCCN(C)CC2)cc1S(=O)(=O)N(C)Cc1ccccc1,/,-3%,0%,2.6%,54%,
O=C(CS(=O)(=O)Cc1ccccc1)Nc1nc2c(s1)CCCC2,-5%,-12%,5%,1.3%,4%,
CN1C2c3ccccc3C3C4c5ccccc5C(C31)C(C2[N+](=O)[O-])N4C (stereo unspecified),2%,2%,6%,2.4%,-2%,

# Screening results as filed in PubChem.
